# From PubChem BioAssay
# Hep lipid drop: hepatic lipid droplet formation modulation; AML12 mouse hepatocytes, oleate lipid droplets, BODIPY imaging; inhibition, % at 6.5 µM; 240,000 tested, 0.4% active; AID 1656;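 active means lipid droplet intensity inhibited by at least 50%, with more than 500 cells counted; inconclusive means wells with under 300 cells, treated as cytotoxic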
#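 Test system: AML12 mouse liver cells; schedule: overnight exposure; technique: high-content imaging of BODIPY-stained droplets and DAPI nuclei; read-out: % inhibition of corrected integrated BODIPY droplet signal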
# Myeloid diff MLP: compounds promoting myeloid differentiation | ER-HoxA9 myeloid progenitors, lysozyme-GFP differentiation, flow cytometry | calls only at 10 µM | 360,000 tested, 1% active;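 active means normalized GFP-positive differentiation at or above the plate's own cutoff, the solvent-only control mean plus 3 SD; inconclusive means no clear call, values can overlap the other calls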;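 further: cells exposed to compound for four days before flow analysis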
# P. falciparum M1AAP: malaria alanyl aminopeptidase activity blockers – biochemical, fluorogenic H-Leu-NHMec substrate, 1536-well (AID 1445); recombinant M1AAP, H-Leu-NHMec fluorogenic kinetic assay; higher % means a stronger effect; one-dose inhibition, % at 30 µM; IC50 in µM for titrated hits; 220,000 tested, 0.42% active;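 active means primary inhibition above the hit cutoff, then over 50% inhibition at one or more dose response concentrations, cut at about 23% in these data, passing the limit was not always enough; inconclusive means conflicting primary data, or primary hits not chosen for dose response; inactive means low primary inhibition, or under 50% at every dose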;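 further: plate controls were DMSO full reaction for no effect and no enzyme background for full effect; strong numbers were not always called active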
# human PMI inhibitors: human PMI inhibitors, high substrate, primary screen, biochemical, fluorescence intensity, high mannose 6-phosphate (AID 1220); recombinant PMI enzyme, coupled fluorescence intensity; higher % means a stronger effect; one-dose inhibition, % at 20 µM; IC50 in µM for titrated hits; 190,000 tested, 0.66% active
# PMI inhibitors: inhibitors of human PMI, primary screen, biochemical, fluorescence intensity, coupled assay (AID 1209). one-dose inhibition, % at 20 µM; IC50 in µM for titrated hits. 190,000 tested, 0.42% active. purified PMI enzyme, coupled fluorescence intensity; higher % means a stronger effect;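 further: plate controls were DMSO vehicle for no effect and wells lacking substrate for full effect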
# ER stress rescue: protection against thapsigargin-triggered cell killing – 384-well, CSM14.1, ATP luminescence, primary screen (AID 1222); CSM14.1 thapsigargin-induced death rescue, ATP luminescence; higher % means a stronger effect; cellular ATP content (survival), % at 20 µM; hits with a dose series show EC50 in µM; 190,000 tested, under 10 active;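 active means EC50 below 50 µM in the dose-response confirmation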;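 further: death triggered by thapsigargin at about 15 µM added after 2 h compound pretreatment; cell ATP read after overnight thapsigargin exposure of roughly 18 to 22 hours; normalized against plate controls of thapsigargin alone and 5% DMSO vehicle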
# TNAP activators: human TNAP enzyme activators, primary screen, biochemical, luminescent, no phosphate acceptor, uHTS (AID 1001); purified TNAP, luminescent activation assay, no phosphate acceptor; higher activation fold means a stronger effect; activation fold at 20 µM, or EC50 in µM where a hit was titrated; 200,000 tested, 0.03% active; in the data active means activation fold from about 3, or a potency from the dose series; inactive means the rest, 99 in 100 with activation fold below about 1.6; further: many of its hits are not listed in these tables
# K1F lysis inhibition: protection from phage-mediated lysis, alamar blue read-out – E. coli UTI89, K1F phage, bacterial capsule biogenesis inhibitors (AID 488966). 340,000 tested, 0.02% active. E. coli UTI89 K1F phage lysis, alamar blue, 2 h; higher % means a stronger effect. inhibition, % at 100 µM, or IC50 in µM where a hit was titrated;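 active means phage lysis inhibition, versus mean bacterial control, above a set limit; inconclusive means no clear call, values can overlap the other calls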;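 further: capsule biogenesis inhibitors block K1F phage lysis so surviving cells raise fluorescence; higher fluorescence means more inhibition of phage lysis; actives were called in the ten point dose series up to 300 µM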
# WT yeast gro inh: growth inhibition of WT yeast, mitochondrial fusion screen | mitochondrial fusion phenotypic screen, WT strain | 190,000 tested, 2.1% active | inhibition, % at 10 µM; in the data active means inhibition above about 58%; tested in S. cerevisiae
# WT yeast gro inh mutant strain: also measured in WT yeast gro inh; calls as there; inhibition, %; mitochondrial fusion phenotypic screen, mutant strain inhibition
# Hep lipid drop cells 6.5 µM: second read-out of Hep lipid drop, no call of its own (marks repeat the call); cell count; measured here: cell count, cytotoxicity flag;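 cells counted across two imaged fields per well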
# Myeloid diff MLP GFP+ MAC1+ %: recorded beside Myeloid diff MLP, whose call it bears; GFP+ MAC1+ double positive, %; measured here: differentiation confirmed by MAC1 staining
# The depositor's hits bear a star; i = inactive; u = inconclusive; x = no result given; + = active, no number; [ ] = dose if it differs, or a comment. Unless noted, no stated cut-off is given here; in the data, active means inhibition above about 50%; inactive means the rest.
SMILES,Hep lipid drop,Hep lipid drop cells 6.5 µM,Myeloid diff MLP,Myeloid diff MLP GFP+ MAC1+ %,P. falciparum M1AAP,human PMI inhibitors,PMI inhibitors,ER stress rescue,TNAP activators,K1F lysis inhibition,WT yeast gro inh,WT yeast gro inh mutant strain
O=C(NCc1ccccc1)Nc1cccn(Cc2ccccc2)c1=O,-2,624,i,1.1,-2%,12%,17%,-1.9%,1.1,0.5%,9,5
O=C(NCc1ccco1)c1ccc(Cn2c(=O)c3ccccc3n(Cc3cccc(Cl)c3)c2=O)cc1,9,784,i,1.0,2%,5%,6%,-0.3%,1.2,0.4%,5,11
Cc1sc(NC(=O)c2ccccc2)c(C(=O)N2CCN(C)CC2)c1C,-15,636,i,7.7,1%,-3%,-1%,x,1,-0.9%,-4,19
CSC(=O)NC12CC3CC(CC(C)(C3)C1)C2,x,x,i,8.4,4%,8%,2%,4.5%,1.2,0.6%,13,19
Cc1noc(NS(=O)(=O)c2ccc(NC(=O)CSc3nnc4c(n3)[nH]c3ccccc34)cc2)c1C,3,682,i,0.1,22µM*,12%,7%,2.2%,0.8,1.9%[50 µM],-6,-17
c1ccc2c(c1)CCN(c1nc3ccccc3n3cnnc13)C2,x,x,i,4.1,1%,2%,1%,0.7%,1.1,0.7%,10,12
Cc1ccc(OCCCC(=O)Nc2ccc(S(=O)(=O)Nc3ccccn3)cc2)cc1,2,708,i,0.5,-2%,13%,18%,-0.3%,1,-0.4%,-4,-5
CC(C)n1c(O)c(N=Nc2ccccn2)c2ccccc21,-6,359,i,0.4,15%,3%,16%,-2.3%,1,9.2%,36,38
CCCCNC(=S)NNC(=O)c1csc(C(C)C)c1,-2,823,i,2.2,4%,-24%,-17%,1.3%,2.5,-0.1%,1,-4
O=C(O)c1cc(-c2ccncc2)nc2ccc(F)cc12,x,x,x,x,-6%,10%,7%,-2.1%,1.1,x,-9,-6
CCCCNC(=O)COC(=O)c1ccc(SC)cc1OC,-3,704,i,0.2,-2%,12%,2%,-0.4%,1,0.3%,-6,-4
CCC(CC)C(=O)Nc1cccc(C(=O)Nc2ccc(OC)cc2[N+](=O)[O-])c1,x,x,i,6.9,3%,18%,7%,0.4%,1.1,-0.8%,-9,10

# Brought forward from above: 4 entries, then new ones.
SMILES,Hep lipid drop,Hep lipid drop cells 6.5 µM,Myeloid diff MLP,Myeloid diff MLP GFP+ MAC1+ %,P. falciparum M1AAP,human PMI inhibitors,PMI inhibitors,ER stress rescue,TNAP activators,K1F lysis inhibition,WT yeast gro inh,WT yeast gro inh mutant strain
CCCCNC(=S)NNC(=O)c1csc(C(C)C)c1,-2,823,i,2.2,4%,-24%,-17%,1.3%,2.5,-0.1%,1,-4
O=C(O)c1cc(-c2ccncc2)nc2ccc(F)cc12,x,x,x,x,-6%,10%,7%,-2.1%,1.1,x,-9,-6
CCCCNC(=O)COC(=O)c1ccc(SC)cc1OC,-3,704,i,0.2,-2%,12%,2%,-0.4%,1,0.3%,-6,-4
CCC(CC)C(=O)Nc1cccc(C(=O)Nc2ccc(OC)cc2[N+](=O)[O-])c1,x,x,i,6.9,3%,18%,7%,0.4%,1.1,-0.8%,-9,10
Cc1ccc(Sc2ncnc3onc(C)c23)c(C)c1,-1,647,i,0.3,7%,-14%,-7%,0.3%,1,0.4%,61*,39*
CC1=C(C(N)=O)C(c2ccc(Cl)cc2Cl)n2ncnc2N1 (stereo unspecified),-5,718,i,1.7,1%,-5%,-3%,x,1.1,2.7%,-2,9
Cc1cc(C)n(-c2ncc3c(n2)N(C)CCOC3=O)n1,11,721,i,0.6,6%,x,x,x,x,0.2%,x,x
CCn1c(SCC(=O)Nc2cc(C)on2)nnc1-c1ccc(OC)cc1,-1,691,i,0.3,x,11%,12%,0.8%,1,0.0%,-15,-9
Cc1csc(NC(=O)C(NC(=O)c2ccccc2F)C(C)C)n1 (stereo unspecified),-9,701,i,0.4,6%,-10%,-10%,1.4%,1,-0.6%,5,-1
CCCN(CCC)C(=S)NC(=O)c1ccc(-c2ccccc2)cc1,6,606,i,5.1,1%,9%,10%,-3.2%,1,1.9%,68*,59*
O=C(OCc1cc2ccccc2[nH]c1=O)c1cccnc1,x,x,i,0.7,4%,-1%,-5%,-2.5%,1.1,-0.3%,2,10
CCOC(=O)/C=c1\s/c(=C\c2sccc2C)c(=O)n1CC(=O)NCc1ccc(C)cc1,19,738,x,x,5%,-8%,-7%,0.5%,1.1,x,-5,0
CN(Cc1ccc2nsnc2c1)Cc1nc(Cc2cccc(F)c2)no1,-11,700,i,0.3,-11%,10%,8%,1.3%,1.1,0.2%,19,17
O=C(NCc1n[nH]c(=S)n1-c1ccc(Br)cc1)c1cccs1,10,760,i,0.3,8%,8%,3%,-1.0%,1,-1.1%,-8,9
Oc1cccc(/C=N/NC(=S)NCCN2CCOCC2)c1O,22,698,i,0.7,-13%,24µM*,67%*,-0.4%,2.7,6.5%,7,1
CC12CCC(C(=O)N(CSC(=S)N/N=C\c3ccccc3O)C1=O)C2(C)C (stereo unspecified),28,730,i,2.2,-6%,-5%,15%,1.7%,1,-0.8%,35,13
COC(=O)C(C)Nc1cccc(Br)c1 (stereo unspecified),-13,725,i,0.3,-1%,x,x,x,x,-0.2%,x,x
CC(C)NC(=O)CSc1nnc(CNC(=O)OC(C)(C)C)n1C,7,684,i,0.8,-2%,x,x,x,x,0.7%,x,x
Cc1occc1-c1nnc(SCC(=O)NCC2CCCO2)n1C (stereo unspecified),-6,677,i,0.6,4%,1%,-4%,x,1.1,12%,12,18
Cc1cccc(NCc2ccccc2O)n1,x,x,i,0.9,1%,-6%,-6%,-1.3%,1,-1.6%,7,-1
CC(=O)N1CCN(c2nc(-c3cccs3)nc3ccccc23)CC1,25,691,i,1.1,7%,4%,10%,-1.0%,1.1,0.0%,8,8
Cc1c(C(=O)N2CCCc3ccccc32)sc2nc(-c3ccccc3)cn12,-4,657,i,2.1,3%,x,x,x,x,3.0%,10,9
Cc1nccn1CCc1n[nH]c(=S)n1Cc1ccccc1,14,696,i,0.5,0%,-1%,0%,-0.3%,0.8,0.0%,14,27
Cc1cccc(NC(=O)NNC(=O)c2ccc(C)c([N+](=O)[O-])c2)c1,-14,689,u,x,11%,15%,14%,-1.3%,1.3,0.3%,-8,-5
Nc1ncccc1OCc1cccc(C(F)(F)F)c1,-5,648,i,0.8,-2%,10%,-5%,x,1.1,0.4%,35,34
O=[N+]([O-])c1nn(-c2ccc3c(c2)OCCO3)n(O)c1=NC1CCCCCC1,-10,767,i,0.4,4%,11%,12%,2.3%,1,1.5%,13,34
NC(=O)c1ccc(NC(=O)CCc2nc3ccccc3s2)cc1,22,692,i,1.1,1%,20%,3%,-0.1%,1,2.1%,-8,8
C=CCc1cccc2cc(C(=O)N3CCN(c4ccccn4)CC3)c(=O)oc12,2,734,i,0.2,3%,1%,-8%,-1.5%,1.2,-0.8%,-1,-17
COC(=O)c1cc(OC)c(OC)cc1NC(=O)CCC1CCCC1,-12,600,i,1.4,2%,8%,4%,1.9%,1,3.2%,35,23
COc1cccc(CCc2nnc(CCC(=O)N3CCCC3c3nccs3)o2)c1 (stereo unspecified),2,725,i,0.1,-2%,-16%,5%,0.2%,1.1,0.5%,4,5
CCOC(=O)c1[nH]c2ccccc2c1N=C(C)N(CC)CC,x,x,i,1.0,1%,-2%,-10%,3.4%,1.1,14%,7,-9
O=C(NCCCN1CCOCC1)c1ccc(Sc2ccc(Br)cc2)c([N+](=O)[O-])c1,0,710,+,3.5*,2%,10%,19%,1.2%,1.1,-0.5%,0,0
O=c1[nH]c(=O)n(Cc2ccco2)c2c1C(C(F)(F)F)(C(F)(F)F)N=C(c1ccc(F)cc1)N2,-4,810,i,1.1,7%,-3%,8%,0.7%,1,-0.1%,12,10
Cc1ccc(CNC(=O)CCNS(=O)(=O)c2ccc3c(c2)c(=O)n(C)c(=O)n3C)cc1,x,x,i,4.2,5%,4%,4%,1.3%,1.1,5.4%,-3,0
N#CCCn1cc(/C=C2\NC(=S)N(c3ccccc3)C2=O)c(-c2ccc(F)cc2)n1,19,669,i,0.3,7%,12%,7%,-1.2%,1,-1.6%,-18,6
N/C(=N\OC(=O)c1ccc(=O)n(Cc2ccccc2)c1)c1ccccn1,-20,667,i,0.4,1%,19%,-2%,-1.2%,1.1,-0.1%,6,9
CCOC(=O)C1CCN(C(=O)c2ccc(Cl)c(NC3=NC4CS(=O)(=O)CC4S3)c2)CC1 (stereo unspecified),11,769,i,3.4,12%,-4%,-7%,-1.5%,1,0.5%,15,4
O=C(Nc1ccccc1)Nc1ccccc1C(=O)NCc1ccccc1,1,752,i,1.3,8%,-24%,-4%,1.4%,1.2,0.1%,4,13
CCC(CC)NC(=O)COc1ccc(OC)cc1C=O,-11,696,i,0.4,7%,-2%,-1%,2.2%,1.1,-0.3%,0,-5
O=C1C(C=NC2CC2)=C(O)c2ccccc21,6,782,i,0.5,0%,5%,11%,-0.9%,1.1,0.0%,23,19
CCCCCn1c(CN(C)Cc2ccccc2)nc2c1c(=O)n(C)c(=O)n2C,-15,754,i,1.6,-12%,1%,10%,-4.7%,1.1,-0.2%,18,0
CCN(CC)c1ccc(C(NC(C)=O)NC(C)=O)cc1,x,x,i,0.3,1%,-3%,-1%,3.1%,1.1,0.0%,-10,-18
CC(C)Cn1c(SCC(=O)NCc2ccc(Cl)cc2)nnc1-c1cccc(S(=O)(=O)N2CCOCC2)c1,3,778,i,7.0,10%,1%,2%,-3.4%,1,3.2%,-3,10
Cc1oc2ccc(OC(=O)COc3c(F)c(F)c(F)c(F)c3F)cc2c1C(=O)OC(C)C,15,739,i,0.3,-2%,11%,10%,-2.8%,1.1,0.2%,5,0
COc1cc2c(cc1NC(=O)COC(=O)c1ccc(C(C)(C)C)cc1)oc1ccccc12,-1,712,i,0.2,12%,8%,8%,-1.0%,1.1,0.0%,-16,0
COc1cc(-n2c(=O)c3ccccc3n(Cc3cc(=O)n4ccccc4n3)c2=O)cc(OC)c1OC,-10,668,i,0.4,1%,8%,14%,1.3%,1.2,2.6%[50 µM],-4,-11
